High-throughput results: PubChem, Broad Institute
PglD DTNB: inhibitors of Campylobacter jejuni PglD acetyltransferase | purified PglD enzyme, DTNB colorimetric CoA detection | inhibition, % at 12.5 µM | 360,000 compounds, 0.098% hits; in the data active = inhibition above about 16%, passing the limit was not always enough; inconclusive = no clear call, values can overlap the other calls; note: strong numbers were not always called active
DENV2 CPE: DENV2-induced cell death inhibition | DENV2-infected cells, cytopathic effect rescue, plate reader | CPE inhibition, % at 9.99 µM | 350,000 compounds, 1.7% hits | AID 651640; in the data active = CPE inhibition above about 20%, passing the limit was not always enough; inconclusive = no clear call, values can overlap the other calls; tested in BHK-21 cells;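 note: 0% = median of neutral control wells and 100% = median of positive control wells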
SIRT5 inh: sirtuin-5 (human) deacylase inhibition; Q9NXA8; Purified SirT5, succinyl-peptide AMC, trypsin-coupled fluorescence; inhibition, % at 15 µM; 330,000 compounds, 1.1% hits; in the data active = inhibition above about 15%; inconclusive = no clear call, values can overlap the other calls
Target sequence (Q9NXA8 whole entry, looked up): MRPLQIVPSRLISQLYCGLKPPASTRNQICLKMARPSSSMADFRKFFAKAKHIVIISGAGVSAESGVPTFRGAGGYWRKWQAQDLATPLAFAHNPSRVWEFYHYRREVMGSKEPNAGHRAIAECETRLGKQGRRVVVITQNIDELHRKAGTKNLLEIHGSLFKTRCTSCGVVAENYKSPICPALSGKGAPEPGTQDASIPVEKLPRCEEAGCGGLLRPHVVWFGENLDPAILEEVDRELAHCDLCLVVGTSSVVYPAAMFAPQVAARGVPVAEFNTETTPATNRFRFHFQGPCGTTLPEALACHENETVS
ERp5 inh: inhibitors of human ERp5 | inhibition, % at 9.99 µM | 350,000 compounds, 0.05% hits | AID 651711 | Q15084 | ERp5 insulin aggregation, absorbance 650 nm, 90 min;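 active = mean replicate inhibition above about 25%, with every replicate also reaching it, limit read from the data, passing the limit was not always enough; inconclusive = only one of those two criteria met; inactive = neither criterion met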
C2C12 statin: protects C2C12 myotubes from simvastatin toxicity; ATP luminescence, 48 h; scaled: DMSO 0, geranylgeraniol control 100; rescue of ATP level, % at 7.49 µM; 330,000 compounds, 0.78% hits;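 active = mean ATP rescue above about 67%, or every replicate alone reaching that limit, limit read from the data, passing the limit was not always enough; inconclusive = no clear call, values can overlap the other calls; inactive = mean under the limit and some replicate under it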;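 note: myotubes were challenged with 10 µM simvastatin during compound exposure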
E-sel inducer: E-selectin induction on HUVECs. 260,000 compounds, 0.37% hits. activation, % at 7.58 µM. P16581. HUVEC E-selectin immunofluorescence imaging; normalized: neutral wells 0, TNF-alpha wells 100;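 active = mean E-selectin-positive cell signal at least 10% of the positive control, reached in at least 60% of replicates, without over 20% cell loss; inconclusive = no rule given, readout overlaps actives, possibly toxicity-flagged; inactive = the rest, including those meeting only one limit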;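 note: in these data hits start at about 27%; measured in HUVEC primary endothelial cells; signal is the percent of cells scored E-selectin positive by PE staining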
Target sequence (P16581 whole entry, looked up): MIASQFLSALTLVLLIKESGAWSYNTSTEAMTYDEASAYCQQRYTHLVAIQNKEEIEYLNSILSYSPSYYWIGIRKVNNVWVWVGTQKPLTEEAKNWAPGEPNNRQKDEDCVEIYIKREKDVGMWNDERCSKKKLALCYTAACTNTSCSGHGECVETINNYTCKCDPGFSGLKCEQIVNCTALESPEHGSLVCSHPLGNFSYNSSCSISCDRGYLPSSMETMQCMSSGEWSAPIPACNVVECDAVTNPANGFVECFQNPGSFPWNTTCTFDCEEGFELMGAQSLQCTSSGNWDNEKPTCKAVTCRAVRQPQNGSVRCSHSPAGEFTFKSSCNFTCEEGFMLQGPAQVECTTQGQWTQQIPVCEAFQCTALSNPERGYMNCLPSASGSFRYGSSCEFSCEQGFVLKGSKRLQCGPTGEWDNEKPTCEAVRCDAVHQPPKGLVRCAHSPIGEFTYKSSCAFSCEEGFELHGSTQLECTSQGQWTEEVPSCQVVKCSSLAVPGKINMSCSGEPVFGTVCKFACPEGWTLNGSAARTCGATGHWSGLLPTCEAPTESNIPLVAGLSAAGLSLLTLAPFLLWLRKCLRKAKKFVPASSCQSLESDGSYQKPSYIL
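Read-out basis: % PE-positive cells; Test system: HUVEC primary endothelial cells; Technique: immunofluorescence imaging; Dosing: single-point compound dose.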
S100A4 MyoIIA: S100A4-myosin IIA interaction inhibition. P26447. S100A4/TAMRA-MyoIIA peptide fluorescence polarization. inhibition, % at 10.7 µM. 360,000 compounds, 0.14% hits. AID 652163;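 active = mean inhibition of at least 70% across replicates, with every replicate also reaching that level; inconclusive = mean inhibition reaches 70% but some replicates fall short; inactive = mean inhibition below 70%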
Target sequence (P26447 whole entry, looked up): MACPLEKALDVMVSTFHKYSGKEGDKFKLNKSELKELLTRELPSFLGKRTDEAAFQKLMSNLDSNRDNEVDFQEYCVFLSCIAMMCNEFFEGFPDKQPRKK
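assay system = human S100A4 monomer with TAMRA-labelled myosin IIA peptide | also added = labelled myosin peptide probe, 5 nM | incubation = 5 min between mix addition and reading | control set = DMSO and TFP controls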
* hit, by the source's call; u = inconclusive; x = not tested or not shown; & = joins results of further samples. These rows are one share of the data. The share of hits here may be higher or lower than overall.

SMILES	PglD DTNB	DENV2 CPE	SIRT5 inh	ERp5 inh	C2C12 statin	E-sel inducer	S100A4 MyoIIA
COC(=O)[C@@]1(C(C)C)N=C(c2cc(OC)c(OC)c(OC)c2)[C@]2(O1)C(=O)N(Cc1ccc(OC)cc1)c1ccc(Br)cc12	x	-1	0	2	x	x	12
CC(=O)Nc1ccc(SC[C@H](Cc2ccccc2)N2CCN(CCc3ccccc3)CCC2=O)cc1	-5	-3	6	2	7	0.1	-3
Cc1ccc(C)c(C(=O)COC(=O)Cn2[nH]c(=O)c3ccccc3c2=O)c1	3	1	-2	0	0	1.3	-3
Nc1nc(SCC(=O)NNc2c(Cl)cc(Cl)cc2Cl)n[nH]1	x	2	-2	-1	x	-2.4	-5
O=C(Nc1cn(-c2ccccc2)nc1-c1ccc(F)cc1)c1ccccc1	8	2	-5	5	x	x	-3
COc1cccc(C2CC(c3cccc(NS(C)(=O)=O)c3)=NN2C(=O)c2ccccc2)c1OC (centres undefined)	-4	-8	1	2	x	x	-4
CCCCC(CC)C(=O)Nc1ccc(S(=O)(=O)N2CCCC2)cc1 (centres undefined)	9	0	1	2	9	1.7	0
COc1ccc(N2CC(C(=O)Nc3nnc(SCCC4OCCO4)s3)CC2=O)cc1 (centres undefined)	-3	4	-1	-8	11	-0.1	-3
COc1ccc(C(=O)N=C2SC3CS(=O)(=O)CC3N2Cc2ccccc2)cc1OC (centres undefined)	0	-3	-5	-11	7	-0.5	-6
CCN1CCN(S(=O)(=O)c2ccc(Cl)c(C(=O)N(CC(C)C)C3CCS(=O)(=O)C3)c2)CC1 (centres undefined)	0	-1	-1	1	2	0.4	-1

Limited to DENV2 CPE, for six of the compounds above:
SMILES	DENV2 CPE
COC(=O)[C@@]1(C(C)C)N=C(c2cc(OC)c(OC)c(OC)c2)[C@]2(O1)C(=O)N(Cc1ccc(OC)cc1)c1ccc(Br)cc12	-1
CC(=O)Nc1ccc(SC[C@H](Cc2ccccc2)N2CCN(CCc3ccccc3)CCC2=O)cc1	-3
Cc1ccc(C)c(C(=O)COC(=O)Cn2[nH]c(=O)c3ccccc3c2=O)c1	1
Nc1nc(SCC(=O)NNc2c(Cl)cc(Cl)cc2Cl)n[nH]1	2
O=C(Nc1cn(-c2ccccc2)nc1-c1ccc(F)cc1)c1ccccc1	2
COc1cccc(C2CC(c3cccc(NS(C)(=O)=O)c3)=NN2C(=O)c2ccccc2)c1OC (centres undefined)	-8

(listing goes on)
SMILES	PglD DTNB	DENV2 CPE	SIRT5 inh	ERp5 inh	C2C12 statin	E-sel inducer	S100A4 MyoIIA
Cc1ccc(S(=O)(=O)N(C)C[C@@H]2Oc3c(NS(=O)(=O)c4ccc(Cl)cc4)cccc3C(=O)N([C@H](C)CO)C[C@H]2C)cc1	0	1	-2	4	-28	3.3	-12
COc1ccc(CN2C[C@H](O)COC[C@@H]3O[C@@H](CC(=O)NCc4ccccc4Cl)CC[C@H]32)cc1	6	-4	-3	-1	17	0.0	-3
CC(C)NC(=O)N(C)C[C@@H]1Oc2ccc(NC(=O)Cc3cn(C)c4ccccc34)cc2CC(=O)N([C@H](C)CO)C[C@H]1C	5	-2	0	-4	-11	0.4	1
CCC(=O)N1CC[C@@H]2[C@H]1c1cc(-c3ccc(C#N)cc3)ccc1N(C)[C@H]2CO	2	x	x	x	1	0.0	x
CCCNC(=O)c1onc(CSc2ccncc2)c1C(=O)NCCC	0	1	x	5	-1	0.1	8
COc1ccc(NC(=O)C2(C)CCN2CCOc2ccccc2)cc1OC (centres undefined)	-1	0	-1	-4	2	3.0	4
COc1ccc(NC(=O)Nc2ccc3c(c2)CC(=O)N([C@@H](C)CO)C[C@H](C)[C@H](CN(C)S(=O)(=O)c2cccs2)O3)cc1	-2	x	x	x	7	0.0	x
O=C(c1ccccc1F)N1C[C@@H]2[C@H](c3ccccc31)[C@H](CO)N2CC1CCCCC1	1	x	x	x	4	-0.6	x
C/C(=N\Nc1ccccn1)c1ccc(OC(F)F)cc1	x	8	1	0	x	-0.4	1
CC1(C)CCC(=O)N2CC[C@H]3C[C@H](OC(=O)Nc4ccc(Br)cc4)C[C@@H]1[C@H]32	-4	u	2	1	-6	x	1
CCC(Sc1ncccc1Nc1ccccn1)C(=O)O (centres undefined)	-3	0	-4	3	-6	-0.3	1
O=C(CCl)Nc1ccccc1C(=O)NCc1ccccc1	x	2	-6	4	x	x	-1
CC(C)C(NC(=O)c1ccc(C(C)(C)C)cc1)C(=O)NCc1ccccn1 (centres undefined)	0	5	-8	7	5	-0.5	1
CCC(C)Sc1ccc(-c2nc3cc(C)ccn3c2NC2CCCCC2)cc1 (centres undefined)	3	-11&2	x	-2&2	-3	-0.1&0.0	-41&-15
CC1CCN(CC(=O)Nc2ccccc2C(=O)NC2CC2)CC1	0	2	-21	-2	-2	x	1
COc1ccc(CN(C)C[C@@H]2Oc3ccc(NC(=O)Nc4ccc5c(c4)OCO5)cc3CC(=O)N([C@@H](C)CO)C[C@H]2C)cc1	-11	11	2	0	62	-0.1	13
C/C(=N/N1CCN(c2ccccc2)CC1)c1cccc([N+](=O)[O-])c1	x	x	2	-10	x	x	0
OC(c1cccc(F)c1)c1ncc(-c2ccc3ccccc3c2)[nH]1 (centres undefined)	-6	-7	-3	-5	-3	0.1	-1
O=C(Nc1nc(-c2ccco2)c(-c2ccco2)s1)c1ccc(F)cc1F	-2	68*	0	-2	13	-0.2	-9
COC(=O)[C@]12C[C@H](CC(=O)NCCc3ccccc3OC)C(=O)N(CCC3=CCCCC3)C1=C[C@H](COCc1ccccc1)O[C@@H]2C	x	-6	x	-5	x	-0.1	4
COc1ccc(S(=O)(=O)Nc2ccc3c(c2)C(=O)N([C@H](C)CO)C[C@H](C)[C@@H](CN(C)S(C)(=O)=O)OCCCC[C@@H](C)O3)cc1	2	-11	-3	1	x	0.1	-28
COC(=O)[C@@]12C[C@@H](CC(=O)NCCC(C)C)C(=O)N(Cc3ccc4c(c3)OCO4)C1=CCC(C)(C)C2	x	5	2	4	x	-0.1	0
C[C@H]1CN([C@@H](C)CO)C(=O)c2cc(-c3cccc(F)c3)cnc2O[C@@H]1CN(C)C(=O)Nc1ccccc1F	8	18	1	3	2	-0.2	4
CCC(=O)Nc1ccc2c(c1)C(=O)N(C)[C@H]1CC[C@H](CC(=O)NCCCN(C)C)O[C@@H]1CO2	-2	-2	-10	-5	8	-0.1	-6
COC(=O)C1=CO[C@@H](O[C@@H]2O[C@H](CO)[C@@H](O)[C@H](O)[C@H]2O)C2C(CO)=CCC12 (some centres undefined)	4	-9	x	-2	-1	0.1	23
Cc1ccc(S(=O)(=O)N2C[C@@H]3[C@H]4CC[C@H](C4)[C@@H]3[C@@H](C)[C@H]2c2ccn(Cc3ccccc3)c2)cc1	0	6	-1	1	-14	0.5	-9
O=C(c1c(F)cccc1F)N(Cc1cccs1)C1CCCC1	2	0	-8	7	6	-0.1	-22
O=C1N=c2ccccc2=C1c1sc(=S)n(-c2ccc(O)cc2)c1O	0	-6	-9	4	3	1.9	5
OCCNNC(=S)NC1CC2C=CC1C2 (centres undefined)	x	19	-4	-3	x	x	16
COc1ccc(CCNC(=O)C(=O)NN=C2CCCCCCC2)cc1OC	1	3	-1	4	-6	0.4	0

Brought forward from above: 2 entries, followed by the next part.
SMILES	PglD DTNB	DENV2 CPE	SIRT5 inh	ERp5 inh	C2C12 statin	E-sel inducer	S100A4 MyoIIA
OCCNNC(=S)NC1CC2C=CC1C2 (centres undefined)	x	19	-4	-3	x	x	16
COc1ccc(CCNC(=O)C(=O)NN=C2CCCCCCC2)cc1OC	1	3	-1	4	-6	0.4	0
CN(C)CC(=O)N1[C@@H]2Cn3c(ccc(-c4ccccc4)c3=O)[C@H]1[C@@H](C(=O)N1CCOCC1)[C@@H]2CO	3	10	-31	1	-11	-0.3	-20
COc1cc2c[n+](C)c3c4ccccc4ccc3c2cc1OC	x	6	-51	-15	-93	x	2
COc1cc(/C=C2/C(=O)N(c3ccc(C)c(C)c3)N=C2C)cc([N+](=O)[O-])c1O	-2	1	-2	1	0	x	-4
CCOC(=O)N1CCN(Cc2nc(CC3CC3)no2)CC1	x	-1	1	2	x	x	-1
O=C(NC(=S)NC1CCS(=O)(=O)C1)c1cccc([N+](=O)[O-])c1 (centres undefined)	2	-6	-1	1	11	0.1	9
CN(C(=O)c1ccc2c(c1)C(=O)N(CCC1=CCCCC1)C2=O)C1CCCCC1	5	-2	x	-6	-36	0.8	-1
COc1ccc(N=Cc2cc(Cl)ccc2O)cc1Cl	x	-1	x	1	3	x	-4
O=C(OCc1ccc(COC(=O)c2cccnc2Cl)cc1)c1cccnc1Cl	x	-3	0	3	x	x	-2
COc1ccc(S(=O)(=O)N2CCC(C(=O)NCCC(=O)NCc3ccccc3OC)CC2)cc1	-2	-4	2	1	2	x	-1
O=C(NC1(C(F)(F)F)NC(=O)N(Cc2cccnc2)C1=O)c1ccncc1 (centres undefined)	-5	-2	-5	-7	-5	x	6
C[C@H](CO)N1C[C@H](C)[C@H](CN(C)C(=O)NC2CCCCC2)Oc2ncc(C#Cc3cccc(F)c3)cc2C1=O	3	0	8	-1	-2	0.2	4
O=C1[C@H]2[C@@H](c3ccccc3)N[C@]3(CCCN(Cc4ccc(C(F)(F)F)cc4)C3=O)[C@H]2C(=O)N1Cc1ccccc1	4	u	-1	3	20	-0.1	-9
O=C(C[C@H]1C=C[C@@H](NC(=O)Nc2ccc3c(c2)OCO3)[C@@H](CO)O1)NCc1ccc2c(c1)OCO2	x	9	0	-2	x	0.3	-5
CCCCCCCCN1C(=O)[C@H](CC(=O)N2CCOCC2)C[C@@]2(C(=O)OC)CC(C)(C)CC=C12	x	-11	x	-10	x	-0.1	2
CC(C)C[C@@H](CN)NC(=O)c1nc[nH]c1C(=O)N[C@@H](Cc1ccccc1)C(=O)CNC[C@H](C)NC(=O)c1nc[nH]c1C(=O)N[C@@H](CC(=O)O)C(=O)O	3	0	x	-1	-4	13	-3
CCOC(=O)c1c(C)[nH]c(-c2csc(N)n2)c1C	x	3	-1	-6	x	x	1
CO[C@H]1CN(C)C(=O)c2cc(NS(=O)(=O)c3ccccc3)ccc2OC[C@H](C)N(C(=O)NC(C)C)C[C@@H]1C	-3	12	0	-3	13	0.0	5
O=C(N[C@@H](Cc1ccccc1)C(=O)OCC(=O)N1CCOCC1)c1cccs1	-3	3	-2	-5	x	-0.2	0
COc1ccc(CN(C(=O)CCC(=O)N2CCCCC2)c2nccs2)cc1OC	x	-1	0	-7	x	x	-5
CCOC(=O)c1cc(CC)sc1NC(=O)c1cc(OCC)c(OCC)c(OCC)c1	2	-6	-4	6	-26	x	-1
O=C(CCNS(=O)(=O)c1cccc(Cl)c1)OCC(=O)N1CCN(C(=O)c2ccco2)CC1	-3	-6	4	-1	-1	0.4	0
CN(C)CC(=O)Nc1ccc2c(c1)[C@H]1C[C@@H](CC(=O)N(C)C)O[C@@H](CO)[C@H]1O2	-1	-1	0	-6	7	0.1	3
CCCC(=O)Nc1ccc2c(c1)C(=O)N(C)[C@H]1CC[C@H](CC(=O)NCC3CCCCC3)O[C@@H]1CO2	3	1	4	4	-5	0.1	10
Cc1ccc(NCC(=O)c2ccc(C)cc2)cc1	0	-8	-4	-1	-32	0.4	10
Cc1ccc(C(=O)N/C(=C\c2ccc(Cl)cc2)C(=O)NCCN2CCOCC2)cc1	-2	-2	-5	1	0	0.2	-12
Cc1ccc(S(=O)(=O)NCC[C@@H]2CC[C@H](NC(=O)Nc3ccccc3F)[C@H](CO)O2)cc1	5	-2	1	0	7	-0.9	-3
COCCNC(=O)/C(C#N)=C/c1c(N2CCCCCC2)nc2c(C)cccn2c1=O	-12	-2	-54	4	10	x	3
Nc1[nH]c(C(=O)c2ccc(Br)cc2)c(-c2ccccc2)c1C(=O)NCCc1c[nH]c2ccccc12	x	-3	0	1	x	0.1	-35
CCCCn1c(N)c(N(CCC(C)C)C(=O)CSc2nc3ccccc3n2C)c(=O)[nH]c1=O	1	11	2	6	26	0.9	1
O=C(NNC(=S)NC(=O)c1cccs1)c1cccnc1	x	19	17*	-13	x	3.9	-18
